Bioassay records deposited in PubChem BioAssay by National Center for Advancing Translational Sciences (NCATS).
SW480 rereplic – inducers of DNA re-replication in SW480 colon cancer cells; 1.8% of 340,000 active; SW480 DNA re-replication, Hoechst DNA content imaging, 48 h; Potency, µM (titrated, usually from 46.1 µM), for the others: at the highest dose re-replication activation, most hits filed as activators; note: potency is the fitted concentration of half-maximal effect; % of control where 0% means no effect; nearly all actives have a fitted effect of over 55% in size
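Hoechst fluorescence of nuclei (405 nm excitation, 500-530 nm emission) measured by plate-scanning imager after 48 hr compound exposure at 37 C; re-replication scored as increased number of nuclei with elevated intensity.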
KB-V1 cytotox – KB-V1 MDR subline cytotoxicity. Potency, µM (doses to about 46.1 µM), for the others: top-dose activity change, negative = cytotoxicity, most hits filed as cytotoxic. AID 1347076. KB-V1 MDR cells viability, CellTiter-Glo, 72 h. 3.4% of 400,000 active; note: potency is the fitted concentration of half-maximal effect; % is set by controls: 0 for no effect and ±100 for the full control effect; nearly all actives have a fitted effect of over 60% in size
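KB-V1 MDR subline cells in DMEM (phenol-red free, 10% FBS) exposed to compounds in qHTS concentration series for 72 h at 37 degrees C. Viability read by CellTiter-Glo luminescence; concentration-effect curves fitted after normalization and correction.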
ATXN2 expr inh – ATXN2 expression inhibition. AID 1745845. 0.72% of 360,000 active. Potency, µM (top dose mostly 57 µM), for the others: at the top dose activity change, negative = inhibition, actives largely listed as inhibitors. HEK-293 ATXN2-luciferase reporter, luminescence, 24 h; note: potency is the fitted concentration of half-maximal effect; % is set by controls: 0 for no effect and ±100 for the full control effect; nearly all actives have a fitted effect of over 55% in size
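qHTS (up to 57 uM final) was run with 24 h compound exposure of reporter cells at 37 °C. Each well was multiplexed: SteadyGlo luminescence measured ATXN2-luciferase expression after a fluorogenic Gly-Phe-AFC viability readout (25 uM final).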
IL-1B inflam inh – inhibitors of inflammasome signaling (IL-1 beta secretion); THP-1 LPS/ATP IL-1B secretion, AlphaLISA, 16 h; hits give low values; activity change, % at 57.5 µM; 4.7% of 360,000 active; AID 743279; in the data active = activity change below about -50%; inconclusive = mostly about -30% to -49%; note: % is set by controls: 0 for no effect and ±100 for the full control effect
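Secreted IL-1B measured by AlphaLISA bead assay after 16 h compound exposure of THP-1 cells; compounds (final up to 57.5 uM) added 1 h before LPS (250 ng/mL) and ATP (1.25 mM) stimulation; lower signal means less secretion.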
HT1080 IDH1KD tx – toxicity to HT-1080 IDH1 knockdown cells (counter line); HT-1080 IDH1 knockdown viability, ATP luminescence, 48 h; Potency, µM (titrated, usually from 46.1 µM), for inactives: top-dose activity, negative = toxicity, actives largely listed as cytotoxic; 2% of 360,000 active; AID 686971;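 note: potency is the fitted concentration of half-maximal effect; 0% = DMSO wells and -100% = cell-free medium wells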
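Assay cells: HT-1080 with IDH1 knockdown, 750 per well, RPMI/5% FBS. Exposure: 48 h at 37 °C following 2 h pre-incubation. Read: CellTiter-Glo luminescence; fitted concentration-response, curve class assigned.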
HT1080NT lethal – kills 2HG-producing HT-1080-NT fibrosarcoma cells; HT-1080-NT fibrosarcoma viability, CellTiter-Glo ATP luminescence, 48 h; Potency, µM (series often up to 46.1 µM), without a hit: at the highest dose activity, negative = less viability, actives largely listed as cytotoxic; 1.6% of 360,000 active; AID 686970;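 note: NT is the 2HG producing partner of a matched IDH1 knockdown line; potency is the fitted concentration of half-maximal effect; 0% = DMSO-treated cells and -100% = media-only wells without cells; nearly all actives have a fitted effect of over 55% in size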
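HT-1080-NT; 750 cells/well; 5% FBS RPMI; 48 h compound, 37 degrees C; CellTiter-Glo luminescence; curve fitting and curve-class assignment.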
S2 tox – cell viability loss in ATXN counter-screen; S2 cells (HEK-293 line with an ATXN2-luciferase reporter) viability, CellTiter-Fluor protease fluorescence, 24 h; Potency, µM (doses to about 56.7 µM), actives largely listed as cytotoxic; 0.49% of 400,000 active; note: potency is the fitted concentration of half-maximal effect; nearly all actives have a fitted effect of over 40% in size
KB-3-1 cytotox – KB-3-1 parental cell cytotoxicity; KB-3-1 viability, CellTiter-Glo ATP luminescence, 72 h; Potency, µM (doses to about 46.1 µM), for the others: top-dose activity change, negative = cytotoxic, hits mostly cytotoxic; 1.4% of 400,000 active; note: potency is the fitted concentration of half-maximal effect; % is set by controls: 0 for no effect and ±100 for the full control effect; nearly all actives have a fitted effect of over 60% in size
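Screening of KB-3-1 cells (DMEM, 10% FBS, phenol-red free) ran from lowest to highest compound concentration; after 72 h at 37 °C viability was read luminescently and curves fitted.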
MCF10A rereplic – DNA re-replication induction in MCF 10a cells | MCF 10A DNA re-replication, Hoechst nuclear intensity, 48 h | Potency, µM (titrated, usually from 46.1 µM), for the others: top-dose activity, positive = re-replication, hits mostly activators | 2.9% of 350,000 active | AID 624296; note: potency is the fitted concentration of half-maximal effect; % of control where 0% means no effect; nearly all actives have a fitted effect of over 50% in size
An asterisk follows results filed as active; i = inactive; ? = inconclusive; . = not tested or not shown; & = joins results of further samples; [ ] = dose if it differs, or a comment. Unless noted, calls come from the whole dose curve; as a rule, active = well fitted curve in the direction sought with a large enough effect; inconclusive = small, poorly fitted or top-dose-only effect, or another doubt; inactive = no such curve, though single readings can be large; an effect the other way counts as inactive or inconclusive. This is a subset. The share of hits here may be higher or lower than overall.

mol	MCF10A rereplic	SW480 rereplic	ATXN2 expr inh	IL-1B inflam inh	KB-3-1 cytotox	S2 tox	KB-V1 cytotox	HT1080 IDH1KD tx	HT1080NT lethal
CC[n+]1c(SC)ccc2cc(OC)ccc21	?	-5.5%	-7.3%	5.9	7.7%	i	?	-0.5%	-1.0%
O=C(Oc1ccc2ccc(OC(=O)N3CCCCCC3)cc2c1)N1CCCCCC1	?	4.6%	-11.1%	22.0	-53.2%	?	-16.0%	1.9%	4.2%
O=C(Oc1cccc2cccnc12)c1ccccc1	?	?	?	.	.	?	.	.	.
CN1CCN(CC#CCOc2ccc(Cl)cc2)CC1	9.1%	-5.8%	.	6.3	2.2%	i	5.2%	3.2%	-0.9%
CCOc1ccc(Cl)cc1CNCCc1ccccc1F	5.2%	-4.5%	-18.5%	-6.5	-2.6%	i	-10.5%	-6.0%	21.8%
O=c1[nH]cnc2[nH]ncc12	?	0.1%	4.0%&-4.4%&5.4%	17.8	0.0%	i	6.8%	6.5%	?
COc1ccc(N2C(=O)NC(=O)/C(=C/c3ccc([N+](=O)[O-])s3)C2=O)cc1	-4.3%	?	.	0.0	-0.7%	?	14.6%	-0.4%	-6.0%
O=C1C2(c3ccccc3)CN3CN(C2)CC1(c1ccccc1)C3	5.3%	-6.4%	8.4%	6.3	4.8%	i	-6.2%	8.4%	-3.4%

Next part, overlapping the part above by 4 compounds.
mol	MCF10A rereplic	SW480 rereplic	ATXN2 expr inh	IL-1B inflam inh	KB-3-1 cytotox	S2 tox	KB-V1 cytotox	HT1080 IDH1KD tx	HT1080NT lethal
CCOc1ccc(Cl)cc1CNCCc1ccccc1F	5.2%	-4.5%	-18.5%	-6.5	-2.6%	i	-10.5%	-6.0%	21.8%
O=c1[nH]cnc2[nH]ncc12	?	0.1%	4.0%&-4.4%&5.4%	17.8	0.0%	i	6.8%	6.5%	?
COc1ccc(N2C(=O)NC(=O)/C(=C/c3ccc([N+](=O)[O-])s3)C2=O)cc1	-4.3%	?	.	0.0	-0.7%	?	14.6%	-0.4%	-6.0%
O=C1C2(c3ccccc3)CN3CN(C2)CC1(c1ccccc1)C3	5.3%	-6.4%	8.4%	6.3	4.8%	i	-6.2%	8.4%	-3.4%
Cn1c(=O)oc2cc(S(=O)(=O)N3CCCC(C(=O)N4CCN(c5cccc(Cl)c5)CC4)C3)ccc21 (configuration not stated)	.	.	-15.9%	.	20.6µM*	?	-8.4%	.	.
CCC12C=CCN3CCC4(c5cc(Br)c(OC)cc5N(C)C4C(O)(C(=O)OC)C1OC(C)=O)C32 (configuration not stated)	-1.1%	10.4%	-11.5%	-4.6	-0.1%	?	4.7%	-20.1%	-18.9%
CC(=O)N(C1=NCCCS1)c1ccccc1Cl	0.581µM*	-14.0%	-21.2%	8.2	8.4%	i	15.6%	-0.9%	0.7%
CCc1nn(CC(=O)N2CCC3(CC2)OCCO3)c(=O)c2cc3ccccc3n12	3.2%	4.8%	7.9%	-8.1	?	i	?	-0.9%	1.3%
CCOc1c(P(=S)(N(C)C)N(C)C)c(C)nn1-c1ccccc1	5.1%	-5.0%[9.22 µM]	0.8%	-5.3	-11.1%	i	0.0%	9.8%	15.0%
C[C@H]1CCCC(=O)CCCCCc2cc(O)cc(O)c2C(=O)O1	?	?	?	25.4	-0.1%	i	?	?	?
O=c1[nH]c(CN2CC=C(c3ccccc3)CC2)nc2cc(C(F)(F)F)ccc12	14.6µM*	1.4%	-10.0%	25.4	12.3%	?	?	-1.2%	-6.6%
CCOC(=O)c1c(C=O)c2ccccc2n1Cc1ccccc1	?	?	2.0%	45.1	?	i	20.6µM*	1.7%	-0.2%
CCC(=C(c1ccc(O)cc1)c1ccc(OCCN(C)C)cc1)c1ccccc1	.	.	-1.0%	5.1	18.6%	i	3.1%	0.3%	0.3%
O=c1[nH]c(=O)n(Cc2ccc(F)cc2)c(O)c1C=NCC1CCCO1 (configuration not stated)	-16.0%	?	-4.8%	-8.5	1.3%	i	-7.5%	1.5%	0.3%
Oc1ccc(C[C@H]2NCCc3cc(O)c(O)cc32)cc1O	?	?	0.4%	-7.7	9.1%	?	2.2%	-8.6%	-10.9%
Cc1[nH]c2c(Cl)cccc2c1CCN	-6.5%	?	-21.7%	-21.8	-11.9%	i	-0.4%	-11.6%	-4.9%
CCN1/C(=C/C=C/C2=[N+](CC)c3ccccc3C2(C)C)C(C)(C)c2ccccc21	.	.	.	-104.6*	0.0065µM*	7.94µM*	8.2µM*	10.3µM*	9.2µM*
CSC1=NP(=S)(SC)N2CCCC2=C1C#N (configuration not stated)	4.3%	10.9%	0.1%	7.7	8.5%	i	14.7%	3.0%	1.2%
O=C(CNC(=O)c1cccs1)OCC(=O)c1ccc([N+](=O)[O-])cc1	?	22.0%	-9.5%[11.3 µM]	-88.7*	0.2%	i	0.0%	13.8%	-2.5%
CC(=O)N1N=C2C3CCN(CC3)C2C1c1ccccc1 (configuration not stated)	?	0.1%	4.0%	1.9	-2.1%	i	-2.7%	6.9%	?
O=C1CCN(C(=O)CNC(=O)Cc2ccccc2)CC1	4.7%	-14.6%	5.2%	16.2	-0.6%	i	1.3%	4.7%	5.9%
Cc1ccc(S(=O)(=O)NCC2CCC(C(=O)NCCCN3CCOCC3)CC2)cc1 (configuration not stated)	?	-1.2%	-8.5%	30.0	5.6%	i	0.0%	6.9%	10.1%
CCCCCn1c(=O)c(C(=O)Nc2ccccc2N)c(O)c2ccccc21	16.7%	-8.0%	.	7.5	-0.7%	?	-16.1%	8.6%	0.0%
O=c1[nH]c(=O)n(Cc2ccco2)c(O)c1/C=N/N1CCCCCC1	1.4%	0.2%	10.5%	9.1	5.5%	i	?	9.3%	3.0%
Cc1nonc1OCCNCCNc1ccc([N+](=O)[O-])c2cccnc12	2.3%	-26.0%	-18.0%	?	?	?	?	-13.2%	-28.3%
CC(Oc1ccc(Cl)cc1Cl)C(=O)Nc1ccc(S(=O)(=O)Nc2cnc3ccccc3n2)cc1 (configuration not stated)	?	-1.7%	4.6%	45.8	2.7%	i	-2.2%	-20.1%	-29.1%
COC(=O)C1=C(c2c(C)noc2C)C[C@@H]2CC[C@H]1N2C(=O)NC1CCCCC1	?	-1.7%	5.7%	31.3	7.9%	i	-9.8%	3.7%	0.0%
COc1ccc(OCCn2cc(/C=C(\C#N)C(=O)NCc3ccco3)c3ccccc32)cc1	?	?	?	?	19.7%	i	-6.8%	-29.5%	?
CC12CCC(=O)C=C1C=CC1C2CCC2(C)C(O)CCC12 (configuration not stated)	-20.1%	4.5%	9.2%	30.9	8.2µM*	i	2.06µM*	-19.7%	-4.4%
CSc1ccc(C(=O)C(C)(C)N2CCOCC2)cc1	3.2%	-2.6%	-7.5%	-5.6	-3.5%	?	4.5%	3.0%	13.0%
N=Cc1c(O)n(-c2cccc(Cl)c2)c(=O)[nH]c1=O	8.1%	-8.1%	-1.6%	-14.0	8.3%	i	16.3%	-12.9%	-2.7%
CCOC(=O)C1(c2ccccc2)CCN(CC(=O)Nc2cccc3ccccc23)CC1	?	20.6µM*	-15.7%	-15.5	-0.3%	i	3.66µM*	-2.3%	2.4%
Brc1ccccc1	34.1%	?	-3.0%	-20.3	-0.6%	i	0.0%	-3.2%	-2.6%
Cc1ccc(N2C(=O)CC(=O)NC2=O)c(C)c1	-1.8%	-18.5%	.	7.1	4.5%	i	11.3%	9.1%	2.0%
O=C1NC(=O)C(CCc2ccncc2)(Cc2ccc(OCc3ccccc3)cc2)C(=O)N1	1.8%	-4.9%	-18.3%	-4.1	0.2%	i	29.1%	3.5%	6.4%
[O-][n+]1onc2c1CCC1N(O)CCC21O (configuration not stated)	4.7%	-3.5%	-1.3%	2.8	17.9%	i	8.9%	-0.3%	5.8%
COc1ccc(NC2=NC(C)(C)CS2)cc1	5.0%	-0.4%	0.4%[11.3 µM]	-54.5*	?	i	-46.5%	-2.8%	24.8%
Cc1ccc2c(c1)cc1c(=O)n(CC(=O)N3CCC4(CC3)OCCO4)nc(C)n12	-1.7%	2.0%	.	-9.2	-1.3%	i	-3.6%	8.1%	3.6%
Cc1ccc(CN2CCSc3ccc(C(=O)N4CCC5(CC4)OCCO5)cc32)cc1	5.7%	-20.9%	-10.1%	?	?	i	-2.7%	-12.1%	-25.2%
O=C(CCC(=O)N1CCC2(CC1)OCCO2)Nc1nnc(C(F)(F)F)s1	-3.4%	0.0%	1.1%	38.1	16.5%	i	1.5%	-21.6%	6.5%
O=[N+]([O-])c1ccc(C2[C@H]3C(c4ccccc4)=NC4(CCCC4)N23)cc1 (some centres not stated)	3.8%	-1.5%	-17.0%	-2.0	-32.8%	i	-7.9%	0.4%	-1.0%
CCc1n[nH]c(CCN)n1	-0.2%	?	-10.1%	29.1	-6.0%	i	4.5%	1.7%	0.2%
O=C(Nc1ccc(Cl)cc1)N1CC2CC(C1)c1cccc(=O)n1C2 (configuration not stated)	1.7%	7.5%	29.9%	-1.0	.	i	.	-24.3%	-0.8%
O=C(Nc1ccc(Br)cc1C(=O)c1ccccc1Cl)c1ccc(Br)cc1	.	.	9.0%	.	16.3%	i	16.1%	.	.
